DT40 TDP1 no CPT = qHTS for Inhibitors of human tyrosyl-DNA phosphodiesterase 1 (TDP1): qHTS in cells in absence of CPT. 420,000 compounds, 15% hits. AID 686978, 2013. DT40 Tdp1-/- hTDP1 cells, no CPT, ATP luminescence, 48 h. Potency, µM (highest dose often 46.2 µM), for the others: top-dose activity change, negative = growth inhibition, actives largely listed as inhibitors; also: nearly all actives have a fitted effect of over 55% in size
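Compound effects on proliferation are scored in DT40 Tdp1-/-;hTDP1 cells in the absence of CPT. ATP levels (CellTiter-Glo luminescence) are recorded after a ≥48 hr, 37 °C incubation.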
TDP1 inh = blocks human tyrosyl-DNA phosphodiesterase 1 | Potency, µM (series often up to 130 µM), for inactives: at the highest dose activity change, negative = inhibition, actives largely listed as inhibitors | Q9NUW8 | 350,000 compounds, 0.28% hits | recombinant TDP1, AlphaScreen DNA substrate cleavage; also: nearly all actives have a fitted effect of over 40% in size
Target sequence (Q9NUW8 whole entry, looked up): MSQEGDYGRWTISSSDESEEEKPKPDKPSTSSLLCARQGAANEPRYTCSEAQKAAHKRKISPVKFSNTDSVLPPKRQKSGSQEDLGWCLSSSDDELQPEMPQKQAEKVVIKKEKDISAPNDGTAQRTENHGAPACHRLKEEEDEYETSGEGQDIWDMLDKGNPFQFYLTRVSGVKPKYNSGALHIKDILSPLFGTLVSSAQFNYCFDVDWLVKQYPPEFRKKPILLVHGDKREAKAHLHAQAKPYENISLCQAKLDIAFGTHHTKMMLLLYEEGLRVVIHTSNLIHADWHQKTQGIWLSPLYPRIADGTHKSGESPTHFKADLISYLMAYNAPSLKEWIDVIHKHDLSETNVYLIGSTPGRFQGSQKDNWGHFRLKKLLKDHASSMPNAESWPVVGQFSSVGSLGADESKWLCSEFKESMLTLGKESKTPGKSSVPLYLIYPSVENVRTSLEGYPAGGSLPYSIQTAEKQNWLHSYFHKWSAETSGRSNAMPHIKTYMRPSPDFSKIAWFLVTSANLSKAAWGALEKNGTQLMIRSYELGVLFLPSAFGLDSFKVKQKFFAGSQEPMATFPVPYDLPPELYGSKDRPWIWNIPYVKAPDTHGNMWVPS
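Signal: AlphaScreen proximity between streptavidin donor and anti-FITC acceptor beads on intact substrate. Reaction: Tdp1 1 nM, substrate 15 nM final, 5 min RT after 15 min compound preincubation.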
TDP1 cell CPT = DT40-hTDP1 cell growth loss with CPT; Potency, µM (doses to about 46.2 µM), for inactives: at the top dose activity change, negative = growth inhibition, actives largely listed as inhibitors; chicken DT40 Tdp1-/-;hTDP1 cells + 20 nM CPT, ATP luminescence, 48 h; 420,000 compounds, 12% hits; also: nearly all actives have a fitted effect of over 55% in size
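Chicken DT40 Tdp1-/- cells complemented with human TDP1, 400 cells/well, exposed to compounds plus 20 nM camptothecin for at least 48 h at 37 C; viability read as ATP content by CellTiter-Glo luminescence.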
An asterisk follows results filed as active; ? = inconclusive; / = no result given; [ ] = another dose, or the depositor's remark. Calls follow the shape of the dose curve; as a rule, active = well fitted curve in the direction sought with a large enough effect; inconclusive = small, poorly fitted or top-dose-only effect, or another doubt; inactive = no such curve, though single readings can be large; an effect the other way counts as inactive or inconclusive. % is scaled to controls: 0 for no effect and ±100 for the full control effect; potency is read from the fitted curve at half-maximal effect.

#	SMILES	DT40 TDP1 no CPT	TDP1 inh	TDP1 cell CPT
1	CCc1ccc2ncc(S(=O)(=O)c3ccc(Cl)cc3)c(N3CCN(CC)CC3)c2c1	16.4µM*	2.0%	?
2	COCc1cc(C)nc2sc(C(=O)N3CCCC3)c(N)c12	-18.6%	3.3%	-16.4%
3	COc1ccccc1NS(=O)(=O)c1ccc(C)c(C(=O)NC2CCN(Cc3ccccc3)CC2)c1	16.4µM*	-0.4%	20.6µM*
4	O=C(NCCc1ccc(Cl)cc1)c1ccc(CSCc2ccc(Cl)cc2)o1	?	0.0%	?
5	CCCn1nc(NC(=O)c2cccs2)c2cc3ccc(C)cc3nc21	?	/	?
6	CC(=O)NNS(=O)(=O)c1ccc(-c2cc(C(F)(F)F)n(C)n2)s1	0.5%	0.0%	0.8%
7	COc1ccc(NC(=O)C(C)NS(=O)(=O)c2ccc(NC(C)=O)cc2)cc1Cl (stereo not drawn)	-3.9%	7.5%	-2.7%
8	CCN(C(=O)COC(=O)c1cc(-c2cccs2)nc2ccccc12)C1CCS(=O)(=O)C1 (stereo not drawn)	-14.9%	-2.4%	-4.5%
9	COc1ccc(-c2nn(-c3ccccc3)cc2/C=N/NC(=S)NC(C)C)cc1OC	18.4µM*	8.1%	23.1µM*
10	COC(=O)c1ccc(OC(=O)C23CCC(C)(C(=O)O2)C3(C)C)cc1 (stereo not drawn)	-3.3%	-3.7%	-22.9%
11	CCCCN1C(=O)C(CC(=O)NC2CCCCC2)CC(C(=O)N2CCCCCC2)=C1C (stereo not drawn)	6.1%	/	-7.7%
12	Cn1c(=O)n(C)c2cc(S(=O)(=O)N3CCCc4ccccc43)ccc21	?	4.4%	?
13	COC(=O)C1=C(C)n2nnnc2NC1c1cc2ccccc2o1 (stereo not drawn)	?	3.1%	?
14	Fc1cccc2ncnc(OCc3ccccc3)c12	0.0%	5.0%	4.9%
15	COc1ccccc1NC(=O)Cn1c(=O)n(CC2CCC(C(=O)NCCc3ccccc3)CC2)c(=O)c2ccccc21 (stereo not drawn)	?	-2.5%	18.4µM*
16	COc1ccc(CCNCc2ccc(OCC(=O)N3CCCCC3)c(OC)c2)cc1OC	-9.9%	5.5%	-4.8%
17	COc1cccc(NC(=O)CN(C)C(=O)c2ccc(OCc3ccccc3)c(OC)c2)c1	-4.3%	-0.1%[0.505 µM]	2.8%
18	CCOc1ccccc1CNC(=O)CSc1n[nH]c(-c2ccccc2)n1	?	5.4%	?
19	CC(C)C[C@H]1CN([C@@H](CC(C)C)CN2CCC[C@H]2CN2C(=O)C(=O)NC[C@@H]2Cc2ccc(O)cc2)C(=O)C(=O)N1CC1CCCCC1	29.1µM*	/	?
20	O=C(OCN1C(=O)c2ccccc2C1=O)/C(=C\c1ccco1)NC(=O)c1ccccc1	?	0.0%	1.0%
21	CCCc1nc(SCC(=O)c2ccc(OC)cc2)c2ccccc2n1	?	1.2%	?
22	O=C(CN1CCCc2ccccc21)NCc1ccccc1Cl	?	5.5%	-14.7%
23	O=C(Cc1ccc2c(c1)CCCC2)Nc1ccccc1Br	-18.2%	-4.0%	-24.8%
24	O=C(c1ccc(-n2cncn2)c2ccoc12)N1CCOCC1	-9.3%	/	1.1%
25	O=C(COC(=O)C12CC3CC(CC(C3)C1)C2)Nc1ccc([N+](=O)[O-])cc1Br	?	7.7%	?
26	CC12CCC(C(=O)Nc3ccc(SC(F)F)cc3)(CC1=O)C2(C)C (stereo not drawn)	-27.3%	3.2%	?
27	CN(CC1CCCN(CCc2cccc(C(F)(F)F)c2)C1)C(=O)c1ccc2nc[nH]c2c1 (stereo not drawn)	?	6.6%	?
28	CCCCc1nc2ccccc2c(NC(=O)CN(CC)CC)c1CCC	?	2.0%	?
29	NN=C(c1ccccc1)c1ccccc1	-2.8%	/	-8.6%
30	CCN1CCN(Cc2c(C)[nH]c3ccc(C(=O)OC)cc3c2=O)CC1	-8.2%	2.2%	3.3%
31	COc1ccc(C2/C(=C(/O)c3ccc(OC(C)C)cc3)C(=O)C(=O)N2CCCN2CCOCC2)cc1 (stereo not drawn)	2.5%	2.6%	-2.5%
32	Cc1ccc(F)cc1NC(=O)N1CCCN(C(=O)OC(C)(C)C)CC1	-14.7%	/	2.7%
33	COc1ccc(Cl)cc1NC(=O)C1CCCN(S(=O)(=O)c2cccc3nonc23)C1 (stereo not drawn)	?	0.0%	?
34	CCn1c(CN2CCCCC2)nc2cc(NC(=O)COc3ccccc3C(C)(C)C)ccc21	-19.2%	1.6%	-14.4%
35	O=C(CNC(=O)c1ccc(Cl)cc1)Nc1ccc(S(=O)(=O)Nc2ncccn2)cc1	-3.1%	0.0%	5.1%
36	CCN(CC)C(=O)Cn1ncc2c1-c1ccccc1OC2	?	2.6%	-2.6%
37	N#CCCN(C(=O)COC(=O)c1ccc(Cl)nc1)c1ccc2c(c1)OCCO2	-21.9%	/	-2.8%
38	CN(C)S(=O)(=O)Oc1ccc(Cl)cc1C(=O)Nc1ccc(F)cc1F	2.8%	0.0%	5.7%
39	CCc1ccccc1NC(=O)c1onc(C)c1Cl	?	-2.5%	-1.4%
40	CCOCCCNC(=O)C(c1ccccc1)N(Cc1ccc2c(c1)OCO2)C(=O)CNC(C)=O (stereo not drawn)	-8.8%	2.6%	-1.0%
41	O=C(Cc1ccc(Cl)cc1)Oc1cccc2cccnc12	0.82µM*	2.6%	0.291µM*
42	C[C@@H]1C=C(C(=O)NCc2nc3ccccc3[nH]2)O[C@H](OCc2ccc(CO)cc2)C1	?	/	16.4µM*
43	CSc1nc(=O)n(-c2ccccc2)c(C)c1C(C)=O	11.3%	4.2%	2.5%
44	CCCCn1c(=O)c2oc3ccccc3c2n(Cc2cccc(F)c2)c1=O	?	0.0%	?
45	Cc1ccc(NC(=O)Nc2ncccc2C)cc1	-16.2%	5.0%	-20.2%
46	CNC(=S)NNC(=O)c1noc(C)c1C(=O)N1CCN(C(c2ccccc2)c2ccccc2)CC1	-5.9%	7.5%	-13.9%
47	O=C(COc1ccccc1)N1N=C(c2cccnc2)CC1(O)C(F)(F)F (stereo not drawn)	-29.9%	-7.9%	-5.4%
48	CC1CCCC(C)N1C(=O)c1cc(-c2ccc(Cl)c(Cl)c2)on1 (stereo not drawn)	?	-8.6%	18.4µM*
49	O=C(NCc1cccs1)[C@@H]1CSC2c3ccccc3C(=O)N21 (stereo partly drawn)	-8.2%	0.0%	-11.8%
50	COc1cc(/C=C/C(=O)OC(C)C(=O)Nc2c(C)n(C)n(-c3ccccc3)c2=O)ccc1OCC#N (stereo not drawn)	-18.0%	7.0%	4.8%

Values in list order from the list.
Compounds 42 to 50 in TDP1 inh read /, 4.2%, 0.0%, 5.0%, 7.5%, -7.9%, -8.6%, 0.0%, 7.0%
Compounds 42 to 50 in TDP1 cell CPT read 16.4µM*, 2.5%, ?, -20.2%, -13.9%, -5.4%, 18.4µM*, -11.8%, 4.8%

Going on with the list:
#	SMILES	DT40 TDP1 no CPT	TDP1 inh	TDP1 cell CPT
51	O[C@H]1CN(CC2CCCCC2)[C@@H](c2ccc(Cl)cc2)C[C@@H]1n1cc(C2CC2)nn1	?	/	?
52	O=C(Nc1ccccc1C(=O)N1CCOCC1)c1ccc(Br)cc1	0.7%	0.7%	11.2%
53	CCOc1ccc(C(=O)Nc2ccccc2C#N)cc1[N+](=O)[O-]	?	3.1%	16.4µM*
54	Cc1ccc(S(=O)(=O)NCc2csc(C)n2)cc1	-9.0%	/	5.8%
55	O=C(C1CCN(S(=O)(=O)c2ccccc2)CC1)N1CCN(Cc2ccc3c(c2)OCO3)CC1	?	0.7%	?
56	O=c1[nH]c(N2CCN(Cc3ccccc3)CC2)nc2c1CCC2	-8.5%	4.8%	8.8%
57	CCc1ccccc1NC(=O)Cn1nc(C)c2nn(-c3ccc(Cl)cc3)c(C)c2c1=O	14.6µM*	5.4%	?
58	CC(=O)Nc1ccc(C(=O)OCC(=O)c2ccc(S(=O)(=O)N3CCCCC3)cc2)cc1	?	/	-20.7%
59	CCC(C)C(=O)Nc1nnc(SCC(=O)Nc2ccccc2F)s1 (stereo not drawn)	?	0.0%	?
60	FC(F)(F)c1cc(NCc2cccs2)n2ncnc2n1	-5.5%	0.0%	-8.3%

#61 COC(=O)[C@@H](NC(=O)Nc1ccc2c(c1)OCCO2)C(C)C
#62 CCS(=O)CCSc1nc2ccccc2s1 (stereo not drawn)
#63 CNC(=O)c1sccc1S(=O)(=O)Cc1c(Cl)cccc1Cl
#64 O=C(Nc1ccc2c(c1)C(=O)OC2)Nc1cccc2ccccc12
#65 O=[N+]([O-])c1ccc(Br)c(CN2CCN(c3ncc(Cc4ccccc4)cn3)CC2)c1
#66 COCCC(=O)N1CCCC(N2CCN(c3ccc(F)cc3)CC2)C1 (stereo not drawn)
#67 CCCc1cc(C(=O)NCc2ccco2)no1
#68 Cc1nn(-c2ccccc2)nc1C(=O)Nc1ccc2[nH]ncc2c1

compound no. | 61 | 62 | 63 | 64 | 65 | 66 | 67 | 68
DT40 TDP1 no CPT | -1.6% | 7.6% | -17.9% | -3.8% | 20.6µM* | -8.8% | 11.4% | 20.6µM*
TDP1 inh | 1.9% | 4.1% | 5.0% | 5.4% | / | / | -1.2% | 5.7%
TDP1 cell CPT | 10.0% | -24.6% | -0.8% | 0.7% | ? | 23.3% | -10.0% | -26.0%

From entry 1 up to 7, copied from above:
#1 CCc1ccc2ncc(S(=O)(=O)c3ccc(Cl)cc3)c(N3CCN(CC)CC3)c2c1
#2 COCc1cc(C)nc2sc(C(=O)N3CCCC3)c(N)c12
#3 COc1ccccc1NS(=O)(=O)c1ccc(C)c(C(=O)NC2CCN(Cc3ccccc3)CC2)c1
#4 O=C(NCCc1ccc(Cl)cc1)c1ccc(CSCc2ccc(Cl)cc2)o1
#5 CCCn1nc(NC(=O)c2cccs2)c2cc3ccc(C)cc3nc21
#6 CC(=O)NNS(=O)(=O)c1ccc(-c2cc(C(F)(F)F)n(C)n2)s1
#7 COc1ccc(NC(=O)C(C)NS(=O)(=O)c2ccc(NC(C)=O)cc2)cc1Cl (stereo not drawn)

compound no. | 1 | 2 | 3 | 4 | 5 | 6 | 7
DT40 TDP1 no CPT | 16.4µM* | -18.6% | 16.4µM* | ? | ? | 0.5% | -3.9%
TDP1 inh | 2.0% | 3.3% | -0.4% | 0.0% | / | 0.0% | 7.5%
TDP1 cell CPT | ? | -16.4% | 20.6µM* | ? | ? | 0.8% | -2.7%

Next part
#69 CCOC(=O)[C@]12CCCC=C1N(Cc1ccco1)C(=O)[C@H](CC(=O)N1CCOCC1)C2
#70 CC(=O)NNc1[nH]c2c(c(=O)c1[N+](=O)[O-])c(=O)n(C)c(=O)n2C
#71 O=C(CNCc1ccccc1)Nc1ccc(Oc2ccccc2)cc1
#72 CCOCCn1ccc2c(OCC(=O)Nc3ccc(C(N)=O)cc3)cccc2c1=O
#73 CCCCCCn1c(SCCN2CCOCC2)nc2c1c(=O)[nH]c(=O)n2C
#74 C=CCn1c(=N)c(C#N)cc2c(=O)n3ccccc3nc21
#75 COc1ccc(NC(=O)c2cc(C3CC3)nc3c2c(C)nn3-c2ccccc2)c(OC)c1
#76 Oc1ccccc1-c1cncn1Cc1ccccc1

compound no. | 69 | 70 | 71 | 72 | 73 | 74 | 75 | 76
DT40 TDP1 no CPT | -19.3% | 1.8% | ? | 14.6µM* | -21.4% | -23.5% | ? | ?
TDP1 inh | / | 5.1% | -3.6% | -10.4% | 8.7% | 0.0% | -5.3% | /
TDP1 cell CPT | -7.2% | -1.5% | 13.9% | ? | -25.8% | 0.8% | -20.0% | -23.4%

#77 Cc1ccc(-c2csc(/C(C#N)=C/Nc3ccc4c(c3)OCCO4)n2)cc1
#78 CCCNC(=O)C1(C)CCCN(C(=O)Cc2cccc(OC)c2)C1 (stereo not drawn)
#79 CCOC(=O)c1c(NC(=S)NC(=O)c2cnn(CC)c2)sc2c1CCC(C)C2 (stereo not drawn)
#80 Cc1nn(C)c(C)c1S(=O)(=O)NCCc1ccc(Cl)cc1
#81 Cc1cccnc1NC(=S)NCc1ccco1
#82 CC(=O)c1ccc(-c2cnc3c(NC=O)cc(-c4ccc(C(=O)N5CCOCC5)cc4)cn23)cc1
#83 CCN(c1ccccc1)S(=O)(=O)c1ccc(Cl)c(C(=O)N(CC2CCCO2)C2CCS(=O)(=O)C2)c1 (stereo not drawn)
#84 N#Cc1ccccc1OCC(O)CNCCNC(=O)Nc1ccccc1 (stereo not drawn)
#85 C=CCN=C1CC(C)(C)CC(=O)/C1=C(/O)CCC(=O)OC

compound no. | 77 | 78 | 79 | 80 | 81 | 82 | 83 | 84 | 85
DT40 TDP1 no CPT | ? | 1.9% | ? | -9.8% | 1.6% | 20.6µM* | 20.6µM* | -5.5% | 5.1%
TDP1 inh | -2.3% | / | 1.0% | 4.3% | 5.5% | / | 0.0% | 3.7% | 1.0%
TDP1 cell CPT | ? | 1.9% | ? | 17.9% | -16.3% | 16.4µM* | ? | -4.2% | -23.1%
